UHRF1 binding: UHRF1 methylated DNA binding inhibitors, primary screen, counter-screen for MBD2 inhibitor project, biochemical, TR-FRET, human UHRF1, single concentration | E3 ubiquitin-protein ligase UHRF1 (Homo sapiens), Q96T88 | UHRF1 binding to methylated oligo | inhibition, % at 4.4 µM | 370,000 tested, 0.75% active; in the data active = inhibition above about 21%;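 note: UHRF1 SRA domain binding a hemimethylated CpG hairpin DNA probe; 0% = median of test compound wells and 100% = reference inhibitor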
DDE Tn7 FP inh: inhibitors of Tn7 peptide binding to fibrin DD(E), primary screen, biochemical, fluorescence polarization, human fibrin, Tn7 probe | Fibrinogen beta chain (Homo sapiens), P02675 | FP displacement of FITC-Tn7 peptide from fibrin DD(E); 0% = median of compound wells per plate | inhibition, % at 8.3 µM | 370,000 tested, 0.13% active | AID 720508, 2013;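 active = inhibition above the mean of compounds falling within the control limits plus 3 SD of them, cut at about 14% in these data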;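 note: 0% = plate median of compound wells and 100% = 10 µM Aha-Tn7 peptide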
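Assay system: human fibrin DD(E) protein / Input: 2 µM fibrin DD(E) / Benchmarks: high control of 10 µM Aha-Tn7 peptide / Measured by: fluorescence polarization of the labelled Tn7 tracer / Medium: Tris buffer with calcium and detergent, pH 7.8 / Timing: 10 min compound pre-incubation, 3 h probe incubation at room temperature / Repeats: one replicate per compound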
SIAE inh: human SIAE inhibitors, primary screen, biochemical, fluorescence polarization, FP-Rh probe, 1536-well HTS | Sialate O-acetylesterase (Homo sapiens), Q9HAT2 | AID 1053197, 2014 | SIAE FP-Rh probe binding | 370,000 tested, 0.69% active | inhibition, % at 9.66 µM;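 active = inhibition above a cutoff: mean of compounds within the control limits plus 3 SD of those, cut at about 17% in these data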;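 note: 0% = plate median of compound wells and 100% = probe without SIAE protein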
Target sequence (Q9HAT2 whole entry, looked up): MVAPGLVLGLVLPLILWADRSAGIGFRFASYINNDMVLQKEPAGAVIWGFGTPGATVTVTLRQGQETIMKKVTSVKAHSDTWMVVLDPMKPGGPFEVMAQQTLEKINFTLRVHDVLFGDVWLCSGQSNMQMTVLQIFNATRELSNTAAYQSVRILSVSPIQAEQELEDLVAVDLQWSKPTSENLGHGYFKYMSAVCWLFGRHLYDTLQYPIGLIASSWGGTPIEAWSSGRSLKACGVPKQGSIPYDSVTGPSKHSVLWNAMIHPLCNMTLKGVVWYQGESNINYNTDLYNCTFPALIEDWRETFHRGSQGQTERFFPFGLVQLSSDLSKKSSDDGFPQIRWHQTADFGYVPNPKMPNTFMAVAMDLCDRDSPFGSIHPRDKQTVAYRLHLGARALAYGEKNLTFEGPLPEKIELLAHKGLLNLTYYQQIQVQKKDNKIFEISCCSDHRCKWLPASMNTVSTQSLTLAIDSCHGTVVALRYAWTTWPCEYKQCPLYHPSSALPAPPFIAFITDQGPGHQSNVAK
TDP2 inh: human TDP2 enzyme inhibitors, primary screen, biochemical, epi absorbance, recombinant enzyme; Tyrosyl-DNA phosphodiesterase 2 (Homo sapiens), O95551; T5PNP hydrolysis, p-nitrophenol absorbance 415 nm; inhibition, % at 12.8 µM; 370,000 tested, 0.34% active;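 active = inhibition above the mean of all tested compounds plus 3 SD, set per campaign, cut at about 25% in these data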;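 note: 0% = DMSO with enzyme and 100% = buffer with substrate but no TDP2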
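Incubation: 2 h at 37 °C; Test system: recombinant human TDP2; Quantity: enzyme 120 nM; Read-out basis: percent inhibition; Medium: 50 mM Tris-HCl pH 7.5 with Mg2+, KCl, DTT, BSA; Repeats: single replicate; Compound: 12.8 µM single point, 1% DMSO; Signal: epi absorbance; Reagent: 5 mM T5PNP chromogenic substrate; Benchmarks: no-enzyme high, DMSO-plus-enzyme low.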
TCR-CD3 inh: inhibitors of human TCR-CD3 interaction, primary screen, biochemical, fluorescence, TAMRA-labeled TCR probe; T-cell receptor (TCR); inhibition, % at 9.4 µM; 360,000 tested, 0.37% active; AID 651800, 2012; in the data active = inhibition above about 19%;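 note: recombinant mutant TCR 2C K166C tagged with TAMRA read by polarization; 0% = receptor in buffer alone and 100% = receptor with positive control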
proKLK7 act: proKLK7 zymogen activators, primary screen, biochemical, fluorescence intensity. activation, % at 7 µM. 370,000 tested, 0.9% active. purified proKLK7, EDANS-DABCYL substrate fluorescence; 100% is mature enzyme control, 0% vehicle. Kallikrein-7 (Homo sapiens), P49862;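 active = activation above the mean of all tested compounds plus 3 SD, computed per campaign excluding outliers beyond control limits, cut at about 13% in these data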
PRMT1 FP inh: PRMT1 methyltransferase inhibitors, primary screen, biochemical, fluorescence polarization; recombinant PRMT1, activity-based probe fluorescence polarization; AID 652257, 2013; Protein arginine N-methyltransferase 1 (Homo sapiens), Q99873; 370,000 tested, 1.3% active; inhibition, % at 2.79 µM;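 active = inhibition above about 21% made by adding two undisclosed values, limit read from the data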
LEDGF integ inh: blockers of LEDGF/p75-dependent integrase strand transfer – biochemical, TR-FRET, high throughput, primary screen. TR-FRET IN-LEDGF/p75 DNA integration, Eu/Cy5. AID 743269, 2014. 370,000 tested, 0.64% active. inhibition, % at 3.7 µM;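 active = inhibition above the screen-wide mean plus 3 SD, cut at about 13% in these data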;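 note: signal is the Cy5 over europium emission ratio at 671 and 618 nm; 0% = plate median of compound wells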
DDE Tn6 FP inh: inhibitors of Tn6 peptide binding to fibrin DD(E), primary screen, biochemical, fluorescence polarization, human fibrin, Tn6 probe; Fibrinogen beta chain (Homo sapiens), P02675; Fibrin DD(E) TRITC-Tn6 fluorescence polarization displacement; inhibition, % at 8.3 µM; 370,000 tested, 0.21% active; AID 720509, 2013;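 active = inhibition above a per-campaign cutoff: mean of compounds within control limits plus 3 SD, cut at about 15% in these data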;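 note: 0% = median of all compound wells on the plate and 100% = blocking peptide control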
MBD2 DNA inh: inhibitors of MBD2 binding to methylated DNA, primary screen, biochemical, TR-FRET, DNA-binding domain, human; Methyl-CpG-binding domain protein 2 (Homo sapiens), Q9UBB5; MBD2 binding to methylated oligonucleotide; inhibition, % at 4.4 µM; 370,000 tested, 0.31% active; in the data active = inhibition above about 13%
Target sequence (Q9UBB5 whole entry, looked up, the tested form may be a part): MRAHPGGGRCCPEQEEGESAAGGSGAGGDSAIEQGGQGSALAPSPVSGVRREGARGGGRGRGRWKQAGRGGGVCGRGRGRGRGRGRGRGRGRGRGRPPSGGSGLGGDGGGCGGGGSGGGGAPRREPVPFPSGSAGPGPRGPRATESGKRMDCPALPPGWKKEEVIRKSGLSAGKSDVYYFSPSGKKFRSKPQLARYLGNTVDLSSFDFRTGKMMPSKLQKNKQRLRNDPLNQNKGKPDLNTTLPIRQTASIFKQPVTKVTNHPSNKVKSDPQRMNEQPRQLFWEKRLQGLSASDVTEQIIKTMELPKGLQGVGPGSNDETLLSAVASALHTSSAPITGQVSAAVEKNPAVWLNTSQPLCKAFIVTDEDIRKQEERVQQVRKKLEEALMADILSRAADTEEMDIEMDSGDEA
* = called active by the depositor; . = not tested or not shown.

#1 O=C1CC(c2ccccc2)CC(O)=C1C=Nc1ccccc1 (stereo not drawn)
#2 NC(=O)C1CCN(C(=O)c2ccc(F)c(S(=O)(=O)N3CCOCC3)c2)CC1
#3 Cc1c(C)n(CCN(C)C)c2ncnc(NCc3ccccc3)c12
#4 CCOc1ccc(CCNC(=O)C2CC(C)=CCC2C(=O)O)cc1OCC (stereo not drawn)
#5 CCOC(=O)c1[nH]c2cc3c(cc2c1CCCN1C(=O)c2ccccc2C1=O)OCCO3
#6 CCOc1cc(C(=O)N=c2sccn2C)ccc1OC(F)F
#7 O=C(/C=C/Nc1ccc(Br)cc1F)c1ccco1
#8 CC(C)(C)C(=O)C(CO)(Oc1ccc(Cl)cc1)n1cncn1 (stereo not drawn)
screen / no. | 1 | 2 | 3 | 4 | 5 | 6 | 7 | 8
LEDGF integ inh | 3 | 1 | -2 | 1 | -1 | 0 | 7 | -3
DDE Tn6 FP inh | -12 | -2 | 5 | 11 | -11 | -5 | -10 | 3
PRMT1 FP inh | 0 | -1 | -3 | -3 | 5 | -2 | 1 | -3
MBD2 DNA inh | 1 | 3 | -3 | -6 | 5 | 2 | -2 | 3
TDP2 inh | 5 | 3 | 7 | -1 | 1 | -7 | -8 | 6
UHRF1 binding | -2 | -2 | -1 | 0 | 3 | -3 | -3 | -1
SIAE inh | -5 | 2 | 3 | 0 | -3 | -3 | 2 | 3
proKLK7 act | -0.3 | 0.2 | -0.3 | -0.2 | 0.4 | 0.8 | 0.3 | -0.4
DDE Tn7 FP inh | -4 | -1 | -1 | -2 | 0 | -1 | -10 | -2
TCR-CD3 inh | 3 | 4 | 0 | 1 | 2 | 3 | -1 | 2

#9 O=C(CNS(=O)(=O)c1ccc(Br)cc1)N1CCOCC1
#10 Nn1c(SCC(=O)NC(=O)NCc2ccccc2)nnc1C1CC1
#11 c1ccc(Cn2nnc3c(N4CCc5ccccc54)ncnc32)cc1
#12 Cc1nc2c(C(=O)NCc3ccc4c(c3)OCO4)cnn2c(C)c1Cc1ccc(F)cc1Cl
#13 CCOC(=O)Cc1csc(SC(C)C(=O)Nc2ccc(NC(C)=O)cc2)n1 (stereo not drawn)
#14 COc1ccc2[nH]c(=O)c(CNc3cc(C)ccc3C)cc2c1
#15 CCOC(=O)COc1ccc(/C=C2\NC(=S)N(CC)C2=O)cc1
#16 N=c1oc2ccccc2cc1-c1nc(-c2ccccc2)cs1
screen / no. | 9 | 10 | 11 | 12 | 13 | 14 | 15 | 16
LEDGF integ inh | -2 | 1 | -3 | 0 | -2 | -5 | -1 | -4
DDE Tn6 FP inh | -3 | 0 | 3 | -2 | 4 | 0 | 6 | -1
PRMT1 FP inh | 2 | -1 | 2 | 0 | -1 | 3 | 0 | -4
MBD2 DNA inh | -1 | -5 | -3 | 0 | -3 | -6 | -6 | -1
TDP2 inh | -4 | 5 | 10 | 7 | 3 | 12 | -10 | -3
UHRF1 binding | 1 | 2 | -3 | -1 | -1 | -8 | -1 | 2
SIAE inh | -1 | 2 | 4 | 1 | -4 | 2 | -5 | 2
proKLK7 act | -0.3 | -0.4 | 0.4 | -0.1 | -0.2 | 6.0 | -0.1 | -20
DDE Tn7 FP inh | -9 | -5 | -1 | -1 | 0 | -4 | -8 | 2
TCR-CD3 inh | 2 | 6 | 6 | 3 | 3 | -4 | 8 | 5

#17 CC(=O)Nc1ccc(NC(=O)c2ccnn2C)cc1
#18 CC(=O)C[C@H](O)CC(=O)[C@H]1OC(=O)CCCCCCCc2ccccc21
#19 Cc1cc(-n2c(C)cc(C(=O)CSc3nc4ccccc4c(=O)n3Cc3ccco3)c2C)no1
#20 O=C(COC(=O)c1cccc(-n2cnnn2)c1)c1ccccc1
#21 Cc1cccc(Cn2cc(COC(=O)Nc3ccc(F)cc3)nn2)c1
#22 Cc1cc(C)nc(NNS(=O)(=O)c2ccc(Cl)cc2)n1
#23 OCCNc1cc(Cl)ncn1
#24 Cc1ccc(S(=O)(=O)n2ccc3c(OCCOCCSCC(NC(=O)OC(C)(C)C)C(=O)O)cccc32)cc1 (stereo not drawn)
screen / no. | 17 | 18 | 19 | 20 | 21 | 22 | 23 | 24
LEDGF integ inh | -7 | 3 | -1 | -2 | 5 | 0 | 2 | -2
DDE Tn6 FP inh | 2 | 3 | -6 | 1 | -9 | -3 | 5 | -3
PRMT1 FP inh | 4 | 3 | 1 | -1 | -11 | -3 | 2 | 3
MBD2 DNA inh | 2 | 0 | -2 | 0 | -2 | -4 | -2 | 3
TDP2 inh | -7 | 12 | 7 | 4 | 3 | -12 | -1 | -4
UHRF1 binding | 1 | 6 | -3 | -3 | 4 | 3 | 1 | 1
SIAE inh | -9 | 0 | -2 | -2 | 6 | -1 | 2 | -9
proKLK7 act | 0.9 | 0.1 | -0.4 | 0.1 | 0.3 | 0.2 | -0.3 | -0.2
DDE Tn7 FP inh | -5 | -2 | -8 | 0 | -7 | -12 | -3 | 6
TCR-CD3 inh | -6 | -4 | -2 | 0 | . | -3 | 0 | 2

The last four entries of the section before lead into the next.
#21 Cc1cccc(Cn2cc(COC(=O)Nc3ccc(F)cc3)nn2)c1
#22 Cc1cc(C)nc(NNS(=O)(=O)c2ccc(Cl)cc2)n1
#23 OCCNc1cc(Cl)ncn1
#24 Cc1ccc(S(=O)(=O)n2ccc3c(OCCOCCSCC(NC(=O)OC(C)(C)C)C(=O)O)cccc32)cc1 (stereo not drawn)
#25 CN(CCOC(=O)CSc1ccccc1)C1CN(Cc2cn(Cc3ccccc3F)nn2)S(=O)(=O)C1 (stereo not drawn)
#26 O=C(CCC1CCCN(Cc2cccc(Cl)c2)C1)NCc1ccccc1F (stereo not drawn)
#27 Cc1cccc(NCc2ccc(Br)cc2)n1
#28 CCOc1ccc(/C=C/C(=O)Nc2ccc(C(N)=O)cc2)cc1OC
#29 O=C(CCN1CCCC1)Nc1cccc(Br)c1
#30 O=Cc1c(N2CCCCCC2)nc2ccccn2c1=O
#31 CCn1c(=O)c([N+](=O)[O-])c(N2CCN(Cc3ccc4c(c3)OCO4)CC2)c2ccccc21
#32 NC(=O)c1ccccc1OCC(=O)Nc1cccnc1Cl
screen / no. | 21 | 22 | 23 | 24 | 25 | 26 | 27 | 28 | 29 | 30 | 31 | 32
LEDGF integ inh | 5 | 0 | 2 | -2 | 1 | 1 | -3 | 2 | -3 | 1 | -3 | 8
DDE Tn6 FP inh | -9 | -3 | 5 | -3 | -2 | 4 | -6 | -2 | -8 | 3 | 9 | 5
PRMT1 FP inh | -11 | -3 | 2 | 3 | 2 | -3 | 0 | 0 | 2 | 0 | 4 | -1
MBD2 DNA inh | -2 | -4 | -2 | 3 | -5 | -2 | 5 | 2 | 5 | -3 | -3 | -8
TDP2 inh | 3 | -12 | -1 | -4 | 14 | -13 | -1 | -1 | 2 | -14 | -11 | -16
UHRF1 binding | 4 | 3 | 1 | 1 | 0 | 1 | 0 | -2 | 1 | -3 | 0 | 1
SIAE inh | 6 | -1 | 2 | -9 | -6 | -2 | 1 | -8 | 8 | 0 | -4 | -1
proKLK7 act | 0.3 | 0.2 | -0.3 | -0.2 | 0.2 | -0.6 | -0.2 | 42* | 0.0 | 1.1 | -0.6 | -0.9
DDE Tn7 FP inh | -7 | -12 | -3 | 6 | -6 | -8 | 9 | 8 | 8 | -5 | -3 | -3
TCR-CD3 inh | . | -3 | 0 | 2 | . | -5 | -5 | -4 | -1 | 6 | -2 | -2

#33 O=S(=O)(NC1CCCCC1Sc1ncccn1)c1ccc(Cl)cc1 (stereo not drawn)
#34 O=C(CSc1nc2ccccc2n1Cc1ccccc1)N/N=C/c1ccccc1C(=O)O
#35 CC1CCCN(C(=O)CCNC(=O)Cn2cnc3ccccc3c2=O)C1 (stereo not drawn)
#36 CCOc1ccc(C2CC(c3ccc(CC)cc3)n3nc(N)nc3N2)cc1 (stereo not drawn)
#37 O=C(c1ccccc1)N1CCN(S(=O)(=O)c2cccs2)CC1
#38 O=C(CN1CCN(S(=O)(=O)c2ccc(F)cc2)CC1)Nc1ccc(Cl)c(C(F)(F)F)c1
#39 CCOC(=O)c1sc2nc(NC(=O)COc3ccccc3)sc2c1C
#40 COc1ccc(NC(=O)CN(C)C(=O)c2ccc(-c3ccccc3Cl)o2)cc1
#41 COc1ccc(C(O)Cn2ccsc2=NC(C)=O)cc1 (stereo not drawn)
#42 COC(=O)[C@]12C[C@H](CC(=O)NCc3cccc4ccccc34)C(=O)N(Cc3cccc4ccccc34)C1=C[C@H](C1CCCC1)O[C@@H]2C
screen / no. | 33 | 34 | 35 | 36 | 37 | 38 | 39 | 40 | 41 | 42
LEDGF integ inh | -3 | -2 | 0 | -5 | 1 | -2 | -2 | 1 | -5 | -1
DDE Tn6 FP inh | 4 | 5 | 4 | -1 | -1 | 0 | -5 | -1 | 0 | -9
PRMT1 FP inh | -3 | 6 | 0 | 6 | -1 | 0 | 4 | 4 | 5 | 3
MBD2 DNA inh | -4 | 2 | 3 | 7 | 4 | 1 | 3 | -1 | 4 | 4
TDP2 inh | 3 | -8 | -10 | -16 | 1 | -7 | 1 | 6 | -1 | 6
UHRF1 binding | 0 | 1 | -1 | 4 | 1 | -2 | 4 | 1 | 4 | -1
SIAE inh | 6 | -3 | -6 | -3 | -1 | -11 | -6 | -3 | -1 | -3
proKLK7 act | 0.5 | -0.2 | 0.5 | 0.2 | 0.5 | 0.4 | -0.4 | 0.6 | -0.3 | 0.4
DDE Tn7 FP inh | 10 | 6 | -4 | -3 | -2 | 0 | 5 | -4 | 0 | 5
TCR-CD3 inh | 2 | -13 | 2 | -6 | -2 | 4 | -9 | -3 | -3 | .

Some of these compounds in order of the proKLK7 act value, smallest number first.
no. | Molecule | proKLK7 act
38 | O=C(CN1CCN(S(=O)(=O)c2ccc(F)cc2)CC1)Nc1ccc(Cl)c(C(F)(F)F)c1 | 0.4
35 | CC1CCCN(C(=O)CCNC(=O)Cn2cnc3ccccc3c2=O)C1 (stereo not drawn) | 0.5
40 | COc1ccc(NC(=O)CN(C)C(=O)c2ccc(-c3ccccc3Cl)o2)cc1 | 0.6
